Source: PubChem BioAssay
MCF10A rereplic = inducers of DNA re-replication in MCF 10A breast cells; 350,000 tested, 2.9% active; Potency, µM (highest dose often 46.1 µM), inactives show top-dose activity, positive = re-replication, usual class: activators; MCF 10A DNA re-replication, Hoechst nuclear intensity, 48 h; AID 624296; also: potency is read from the fitted curve at half-maximal effect; % of control where 0% means no effect; nearly all actives have a fitted effect of over 50% in size
S2 tox = viability counter-screen for ATXN expression inhibitors; S2 cells (HEK-293 line with an ATXN2-luciferase reporter) viability, CellTiter-Fluor protease fluorescence, 24 h; Potency, µM (doses to about 56.7 µM), hits mostly cytotoxic; 400,000 tested, 0.49% active; AID 651635; also: potency is read from the fitted curve at half-maximal effect; nearly all actives have a fitted effect of over 40% in size
HT1080 IDH1KD tx = kills HT-1080 cells with IDH1 knockdown; HT-1080 IDH1 knockdown viability, ATP luminescence, 48 h; Potency, µM (top dose mostly 46.1 µM), without a hit: at the top dose activity, negative = toxicity, hits mostly cytotoxic; 360,000 tested, 2% active; AID 686971;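 also: potency is read from the fitted curve at half-maximal effect; 0% = DMSO wells and -100% = cell-free medium wells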
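Assay cells: HT-1080 with IDH1 knockdown, 750 per well, RPMI/5% FBS. Exposure: 48 h at 37 °C following 2 h pre-incubation. Read: CellTiter-Glo luminescence; fitted concentration-response, curve class assigned.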
HepG2 viability = HepG2 cytotoxicity, counter-screen for TGF-b inhibitors; HepG2 CAGA-GFP viability, ATP luminescence, 18 h; Potency, µM (doses to about 46.1 µM), for the others: top-dose activity change, negative = cytotoxicity, hits mostly cytotoxic; 410,000 tested, 0.76% active; also: potency is read from the fitted curve at half-maximal effect; some results filed as inactive show a strong effect at the top dose
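HepG2 CAGA-GFP cells (1000/well, DMEM with 1% FBS) received compound, then TGF-beta at 500 pg/mL final, and were incubated 18 hours at 37 degrees C. Viability was read by CellTiter-Glo luminescence. Media-only wells were set as complete cell-killing and DMSO as no toxicity.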
KB-3-1 tox = KB-3-1 parental cell cytotoxicity; KB-3-1 viability, CellTiter-Glo ATP luminescence, 72 h; Potency, µM (top dose mostly 46.1 µM), without a hit: top-dose activity change, negative = cytotoxic, hits mostly cytotoxic; 400,000 tested, 1.4% active; AID 1347075; also: potency is read from the fitted curve at half-maximal effect; % is scaled to controls: 0 for no effect and ±100 for the full control effect; nearly all actives have a fitted effect of over 60% in size
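Parental KB-3-1 viability, qHTS format: 72 h compound exposure, 37 °C; CellTiter-Glo; media-only wells and DMSO plates as controls; concentration-effect fits on corrected data.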
SW480 rerep = DNA re-replication induction in SW480 cells. SW480 DNA re-replication, Hoechst DNA content imaging, 48 h. Potency, µM (titrated, usually from 46.1 µM), for the others: at the highest dose re-replication activation, hits mostly activators. 340,000 tested, 1.8% active; also: potency is read from the fitted curve at half-maximal effect; % of control where 0% means no effect; nearly all actives have a fitted effect of over 55% in size
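Hoechst fluorescence of nuclei (405 nm excitation, 500-530 nm emission) measured by plate-scanning imager after 48 hr compound exposure at 37 C; re-replication scored as increased number of nuclei with elevated intensity.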
ATXN2 expr inh = inhibitors of ATXN2 expression; 360,000 tested, 0.72% active; HEK-293 ATXN2-luciferase reporter, luminescence, 24 h; Potency, µM (top dose mostly 57 µM), for the others: top-dose activity change, negative = inhibition, most hits filed as inhibitors; also: potency is read from the fitted curve at half-maximal effect; % is scaled to controls: 0 for no effect and ±100 for the full control effect; nearly all actives have a fitted effect of over 55% in size
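qHTS (up to 57 uM final) was run with 24 h compound exposure of reporter cells at 37 °C. Each well was multiplexed: SteadyGlo luminescence measured ATXN2-luciferase expression after a fluorogenic Gly-Phe-AFC viability readout (25 uM final).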
IL1B secr inh = blocks inflammasome-driven IL-1 beta release; activity change, % at 57.5 µM; AID 743279; THP-1 LPS/ATP IL-1B secretion, AlphaLISA, 16 h; hits give low values; 360,000 tested, 4.7% active; in the data active = activity change below about -50%; inconclusive = mostly about -30% to -49%; also: % is scaled to controls: 0 for no effect and ±100 for the full control effect
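THP-1 cells pretreated 1 hr with compounds (up to 57.5 uM final), then stimulated with LPS (250 ng/mL final) plus ATP (1.25 mM final); secreted IL-1B measured by AlphaLISA after 16 hr, decreased signal indicating inhibition.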
HT1080-NT tox = kills 2HG-producing HT-1080-NT fibrosarcoma cells; HT-1080-NT fibrosarcoma viability, CellTiter-Glo ATP luminescence, 48 h; Potency, µM (doses to about 46.1 µM), inactives show at the highest dose activity, negative = less viability, most hits filed as cytotoxic; 360,000 tested, 1.6% active; AID 686970;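 also: NT is the 2HG producing partner of a matched IDH1 knockdown line; potency is read from the fitted curve at half-maximal effect; 0% = DMSO-treated cells and -100% = media-only wells without cells; nearly all actives have a fitted effect of over 55% in size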
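Toxicity toward the 2HG-producing NT line was scored as %Activity, normalised to DMSO and no-cell wells, from CellTiter-Glo luminescence after 48 hours' treatment.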
* = called active by the depositor. Unless noted, calls follow the shape of the dose curve; as a rule, active = well fitted curve in the direction sought with a large enough effect; inconclusive = small, poorly fitted or top-dose-only effect, or another doubt; inactive = no such curve, though single readings can be large; an effect the other way counts as inactive or inconclusive. This is a subset; rates above refer to the full screens.

Start of the listing, in advance (2 entries):
For C[C@@H]1COc2cccc(N3CCN(C)CC3)c2S(=O)(=O)N1 the results were S2 tox inconclusive, HT1080 IDH1KD tx 9%, KB-3-1 tox 21%, ATXN2 expr inh -5%, IL1B secr inh 16 and HT1080-NT tox 20%.
Screening O=C(NCCOCCn1c(=O)oc2ccccc21)Nc1ccc(F)cc1F returned S2 tox inactive, HepG2 viability -25%, KB-3-1 tox 4% and ATXN2 expr inh -26%.

Main list, from the start:
For C[C@@H]1COc2cccc(N3CCN(C)CC3)c2S(=O)(=O)N1 the results were S2 tox inconclusive, HT1080 IDH1KD tx 9%, KB-3-1 tox 21%, ATXN2 expr inh -5%, IL1B secr inh 16 and HT1080-NT tox 20%.
Screening O=C(NCCOCCn1c(=O)oc2ccccc21)Nc1ccc(F)cc1F returned S2 tox inactive, HepG2 viability -25%, KB-3-1 tox 4% and ATXN2 expr inh -26%.
C[C@H]1CNC(=O)c2c(C(=O)N3CCN(C(=O)OC(C)(C)C)CC3)ncn21 was read as S2 tox inconclusive, HT1080 IDH1KD tx -11%, HepG2 viability -8%, KB-3-1 tox 0%, ATXN2 expr inh inconclusive, IL1B secr inh -27 and HT1080-NT tox -8%.
Screening CC(C)(C)c1ccc(/C=C2\Oc3cc(OC(=O)N4CCOCC4)ccc3C2=O)cc1 returned MCF10A rereplic 15µM*, S2 tox inconclusive, HT1080 IDH1KD tx 18µM*, HepG2 viability -23%, KB-3-1 tox -18%, SW480 rerep inconclusive, ATXN2 expr inh -27%, IL1B secr inh -77* and HT1080-NT tox 21µM*.
For Cc1ccc2c(c1)C1CN(C)CCC1N2C(=O)c1cccnc1Cl (stereo not given) the results were MCF10A rereplic -3%, S2 tox inactive, HT1080 IDH1KD tx 4%, HepG2 viability -28%, KB-3-1 tox -1%, SW480 rerep -5%, IL1B secr inh 40 and HT1080-NT tox 2%.
Screening CCCCn1c(O)c(C(C)=Nc2ccc(C(=O)O)cc2)c(=O)[nH]c1=O returned MCF10A rereplic -10%, S2 tox inactive, HT1080 IDH1KD tx 6%, HepG2 viability -12%, KB-3-1 tox 25%, SW480 rerep 1%, ATXN2 expr inh -8%, IL1B secr inh 81 and HT1080-NT tox 1%.
Screening CCCNC(=O)N1[C@H]2CC[C@@H]1C(C(=O)OC)=C(c1c(C)noc1C)C2 returned MCF10A rereplic -11%, S2 tox inactive, HT1080 IDH1KD tx 11%, HepG2 viability -6%, KB-3-1 tox 7%, SW480 rerep -4%, ATXN2 expr inh -1%, IL1B secr inh 28 and HT1080-NT tox 9%.
For COc1ccc(C(c2nnnn2C2CCCC2)N2CCC3(CC2)C(=O)NCN3c2ccccc2)cc1 (stereo not given) the results were S2 tox inconclusive, HT1080 IDH1KD tx inconclusive, HepG2 viability -11%, KB-3-1 tox -4%, ATXN2 expr inh 7%, IL1B secr inh 0 and HT1080-NT tox inconclusive.
Screening C[C@]12CC[C@H](OC(=O)CCC(=O)O)CC1=CCC1C2CC[C@@]2(C)C1CC[C@@H]2OC(=O)CCC(=O)O (stereo not given in full) returned MCF10A rereplic 18%, S2 tox inactive, HT1080 IDH1KD tx 13%, HepG2 viability -7%, KB-3-1 tox 13%, SW480 rerep 0%, ATXN2 expr inh 4%, IL1B secr inh 15 and HT1080-NT tox 24%.
`CCCOC(=O)c1c(N)n(Cc2cccs2)c2nc3ccccc3nc12` gave MCF10A rereplic 21µM*, S2 tox inactive, HT1080 IDH1KD tx -24%, HepG2 viability 1%, KB-3-1 tox -4%, SW480 rerep inconclusive, ATXN2 expr inh -12%, IL1B secr inh -3 and HT1080-NT tox -15%.
Screening COc1ccc(-c2ccc3c(c2)CN(CC(C)C)Cc2cnnn2-3)cc1 returned S2 tox inactive, HT1080 IDH1KD tx -6%, HepG2 viability -26%, KB-3-1 tox 0%, ATXN2 expr inh 0%, IL1B secr inh inconclusive and HT1080-NT tox 1%.
`CC(C)(C)C(=O)OC[N+](C)(C)CCOC(=O)C(O)(c1ccccc1)C1CCCC1` (stereo not given) gave MCF10A rereplic -1%, S2 tox inactive, HT1080 IDH1KD tx 0%, HepG2 viability 1%, KB-3-1 tox -4%, SW480 rerep inconclusive, ATXN2 expr inh -11%, IL1B secr inh inconclusive and HT1080-NT tox -8%.
`CC(=O)c1ccc(OC(C)C)c(Cc2c(O)[nH]c(=S)[nH]c2=O)c1` gave MCF10A rereplic -13%, S2 tox inconclusive, HT1080 IDH1KD tx 0%, HepG2 viability 0%, KB-3-1 tox 1%, SW480 rerep 0%, ATXN2 expr inh -4%, IL1B secr inh 3 and HT1080-NT tox 4%.
C/C(=N\Nc1ccccc1)c1c(O)n(Cc2ccccc2)c(=O)[nH]c1=O was read as MCF10A rereplic 14%, S2 tox inactive, HT1080 IDH1KD tx inconclusive, HepG2 viability 17%, KB-3-1 tox -20%, SW480 rerep 0%, ATXN2 expr inh -20%, IL1B secr inh -4 and HT1080-NT tox inconclusive.
Screening O=c1[nH]c(=O)n(-c2ccc(F)cc2)c(O)c1C=NCCN1CCCCC1 returned MCF10A rereplic 3%, S2 tox inactive, HT1080 IDH1KD tx 2%, HepG2 viability 24%, KB-3-1 tox 13%, SW480 rerep -14%, ATXN2 expr inh 5%, IL1B secr inh -17 and HT1080-NT tox -13%.
For COc1ccc(C(=O)c2[nH]c(N)c(C(N)=O)c2-c2ccc(OC)c(OC)c2)cc1 the results were S2 tox inactive, HT1080 IDH1KD tx inconclusive, KB-3-1 tox 20%, ATXN2 expr inh 21%, IL1B secr inh -1 and HT1080-NT tox 25%.
`O=c1cc(CN2CCNCC2)nc2sccn12` gave MCF10A rereplic -13%, S2 tox inactive, HT1080 IDH1KD tx 14%, HepG2 viability 1%, KB-3-1 tox 0%, SW480 rerep -8%, ATXN2 expr inh 14%, IL1B secr inh 20 and HT1080-NT tox 6%.
Screening Cc1cc(OCC(=O)N[C@H](C(=O)O)c2ccccc2)c2c3c(c(=O)oc2c1)CCC3 returned MCF10A rereplic -10%, S2 tox inactive, HT1080 IDH1KD tx 11%, HepG2 viability -20%, KB-3-1 tox 0%, SW480 rerep -29%, ATXN2 expr inh 0%, IL1B secr inh 4 and HT1080-NT tox 5%.
`CCCCc1nc(N2CCNCC2)c(C#N)c2c1CSC(C)(C)C2` gave MCF10A rereplic 2%, S2 tox inactive, HT1080 IDH1KD tx -6%, HepG2 viability -2%, KB-3-1 tox -4%, SW480 rerep -2%, ATXN2 expr inh -4%, IL1B secr inh -22 and HT1080-NT tox -5%.
For COc1cc(CNCCc2c[nH]c3ccccc23)cc(OC)c1 the results were MCF10A rereplic 15%, S2 tox inactive, HT1080 IDH1KD tx inconclusive, HepG2 viability -44%, KB-3-1 tox -9%, SW480 rerep inconclusive, ATXN2 expr inh inconclusive, IL1B secr inh -80* and HT1080-NT tox inconclusive.
For CCCCC[C@@H]1CCCCC[C@@H](O)C[C@@H](O)[C@H](O)/C=C/C(=O)O1 the results were S2 tox inactive, HT1080 IDH1KD tx 0%, KB-3-1 tox 4%, ATXN2 expr inh 1%, IL1B secr inh -66* and HT1080-NT tox -22%.
`Cc1ccc(O)c(C(=O)c2cc(C(=O)NCCC(C)C)c(=O)n(CCC(C)C)c2)c1` gave MCF10A rereplic inconclusive, S2 tox inconclusive, HT1080 IDH1KD tx -6%, HepG2 viability 8%, KB-3-1 tox -22%, SW480 rerep inconclusive, ATXN2 expr inh -31%, IL1B secr inh -56* and HT1080-NT tox -9%.
Screening O=C(CN1CC=C(c2ccccc2)CC1)Nc1cc(Cl)ccc1Cl returned MCF10A rereplic 18µM*, S2 tox inactive, HT1080 IDH1KD tx 8%, HepG2 viability -11%, KB-3-1 tox 1%, SW480 rerep 9%, ATXN2 expr inh -1%, IL1B secr inh inactive and HT1080-NT tox 5%.
OCCCc1ccc(O)c(O)c1 was read as MCF10A rereplic -1%, S2 tox inactive, HT1080 IDH1KD tx 0%, HepG2 viability 0%, KB-3-1 tox 0%, SW480 rerep 6%, ATXN2 expr inh -13%, IL1B secr inh 32 and HT1080-NT tox -5%.
For C[C@]12CCC(=O)C=C1CCC1C2CC[C@@]2(C)C1CC[C@@]2(O)CC#N (stereo not given in full) the results were MCF10A rereplic -3%, S2 tox inactive, HT1080 IDH1KD tx 4%, HepG2 viability 0%, KB-3-1 tox -10%, SW480 rerep 5%, ATXN2 expr inh -10%, IL1B secr inh -10 and HT1080-NT tox 7%.
`O=C(Nc1ccc(F)c([N+](=O)[O-])c1)N1C[C@H]2C[C@@H](C1)c1cccc(=O)n1C2` gave MCF10A rereplic 0%, S2 tox inactive, HT1080 IDH1KD tx 4%, HepG2 viability -21%, KB-3-1 tox 7%, SW480 rerep 1%, ATXN2 expr inh -2%, IL1B secr inh -27 and HT1080-NT tox 1%.
CNC(=O)O/N=C(\N)Cc1csc2ccccc12 was read as MCF10A rereplic inconclusive, S2 tox inactive, HT1080 IDH1KD tx -6%, HepG2 viability 10%, KB-3-1 tox -35%, SW480 rerep -4%, ATXN2 expr inh 32%, IL1B secr inh inconclusive and HT1080-NT tox -6%.
`Cc1ccc2c(c1)CCCN2N=O` gave MCF10A rereplic inconclusive, S2 tox inactive, HT1080 IDH1KD tx -6%, HepG2 viability 10%, KB-3-1 tox 27%, SW480 rerep 1%, ATXN2 expr inh 8%, IL1B secr inh -2 and HT1080-NT tox -1%.
Screening Clc1ccc2c(N3CCNCC3)ccnc2c1 returned MCF10A rereplic 0%, S2 tox inactive, HT1080 IDH1KD tx 1%, HepG2 viability -1%, KB-3-1 tox 15%, SW480 rerep -3%, ATXN2 expr inh -10%, IL1B secr inh -2 and HT1080-NT tox 3%.
`CCc1ccccc1NC(=O)c1cccn(Cc2ccccc2F)c1=O` gave S2 tox inactive, HepG2 viability -5%, KB-3-1 tox -3% and ATXN2 expr inh 11%.
For Cc1cc(OC(=O)N(C)C)nc(-c2ccc(C)c(Cl)c2)n1 the results were MCF10A rereplic 26%, S2 tox inactive, HT1080 IDH1KD tx -11%, HepG2 viability -8%, KB-3-1 tox -3%, SW480 rerep -9%, ATXN2 expr inh -7%, IL1B secr inh -15 and HT1080-NT tox -10%.
